# CCR6 antag = CCR6 receptor antagonists, primary screen, cell-based, CHO-K1, luminescence, beta-arrestin, uHTS; 0.49% of 340,000 active; inhibition, % at 20 µM; C-C chemokine receptor type 6 (Homo sapiens), P51684; CHO-K1 CCR6 PathHunter beta-arrestin, CCL20-stimulated;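 active = compounds whose inhibition of the agonist-driven luminescence signal at 20 µM reaches about 50%, limit read from the data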;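 note: cells stimulated with CCL20 at 14 nM final; plate controls were DMSO with CCL20 for no effect and DMSO without agonist for full effect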
# Target sequence (P51684 whole entry, looked up): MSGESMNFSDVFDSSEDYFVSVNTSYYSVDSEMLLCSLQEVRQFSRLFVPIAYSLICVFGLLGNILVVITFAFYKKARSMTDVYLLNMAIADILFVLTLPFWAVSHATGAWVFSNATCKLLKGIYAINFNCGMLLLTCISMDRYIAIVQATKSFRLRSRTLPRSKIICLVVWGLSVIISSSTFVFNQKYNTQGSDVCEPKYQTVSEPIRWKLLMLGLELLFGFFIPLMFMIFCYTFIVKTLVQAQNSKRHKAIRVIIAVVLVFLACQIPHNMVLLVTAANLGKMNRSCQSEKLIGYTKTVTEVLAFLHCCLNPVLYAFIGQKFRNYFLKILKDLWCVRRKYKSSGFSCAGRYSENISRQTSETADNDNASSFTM
# EBI2 block = EBI2 receptor antagonists, beta-arrestin recruitment, primary screen, cell-based, luminescence, 7a,25-OHC stimulation, uHTS | 7a,25-OHC stimulated | 0.81% of 360,000 active | G-protein coupled receptor 183 (Homo sapiens), P32249 | inhibition, % at 5 µM; in the data active = inhibition above about 38%;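 note: enzyme fragment complementation signal reports receptor beta-arrestin coupling in cells; 0% = agonist plus DMSO wells and 100% = wells without agonist; some results beyond the cut were filed as inactive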
# Target sequence (P32249 whole entry, looked up, the tested form may be a part): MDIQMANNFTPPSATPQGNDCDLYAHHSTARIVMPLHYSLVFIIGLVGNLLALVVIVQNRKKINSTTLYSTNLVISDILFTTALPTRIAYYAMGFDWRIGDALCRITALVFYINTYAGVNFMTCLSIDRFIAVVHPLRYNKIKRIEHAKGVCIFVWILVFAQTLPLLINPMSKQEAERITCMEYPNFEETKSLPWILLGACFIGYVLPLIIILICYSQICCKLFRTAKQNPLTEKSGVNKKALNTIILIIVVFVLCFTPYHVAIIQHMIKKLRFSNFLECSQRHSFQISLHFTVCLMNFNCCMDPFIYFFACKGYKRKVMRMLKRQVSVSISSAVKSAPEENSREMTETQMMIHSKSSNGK
# CXCR6 block = CXCR6 receptor inhibitors, primary screen, cell-based, beta-arrestin, luminescence, CHO-K1 PathHunter, 1536-well | inhibition, % at 20 µM | 0.36% of 360,000 active | AID 602244, 2012; in the data active = inhibition above about 34%, passing the limit was not always enough;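 note: antagonist mode with CXCL16 agonist at 10 nM final; 0% = 10 nM CXCL16 with DMSO and 100% = unstimulated wells without agonist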
# Target sequence (O00574 whole entry, looked up): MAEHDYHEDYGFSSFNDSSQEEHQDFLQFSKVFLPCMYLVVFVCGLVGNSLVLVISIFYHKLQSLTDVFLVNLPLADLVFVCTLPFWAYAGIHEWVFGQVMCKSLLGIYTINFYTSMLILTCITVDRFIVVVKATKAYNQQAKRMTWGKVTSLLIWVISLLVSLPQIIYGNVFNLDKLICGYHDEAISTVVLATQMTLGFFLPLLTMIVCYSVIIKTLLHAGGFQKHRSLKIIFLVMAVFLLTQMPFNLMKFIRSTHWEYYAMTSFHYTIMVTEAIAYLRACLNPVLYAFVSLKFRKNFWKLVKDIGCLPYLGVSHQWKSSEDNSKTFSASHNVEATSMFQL
# Numbers without * were called inactive.
SMILES,CCR6 antag,EBI2 block,CXCR6 block
NC(=S)NN=C1c2cc(Cl)ccc2-c2c1cc(Cl)cc2[N+](=O)[O-],76.5*,10.9,42.6*
CCCc1nc(SCC(=O)Nc2ccc(S(=O)(=O)N(C)C)cc2)c2ccccc2n1,0.6,7.5,-4.0
CN1C(=O)C(c2nnc(Nc3cccc4ccccc34)s2)C2CC1(C)Oc1ccccc12 (configuration not stated),-19.3,6.6,-9.1
O=C(CCl)Nc1ccc(N=Nc2ccccc2)cc1,18.6,-16.6,-3.7
COc1ccc(S(=O)(=O)N2CCOCC2)cc1C(=O)NCC(c1ccccc1)c1ccccc1,6.3,1.6,12.1
Cc1ccc(Oc2ccc(C(=O)NCc3ccncc3)cc2)cc1,2.0,14.4,-4.1
CN(CC(=O)Nc1ccccc1Br)C(=O)c1cccc(S(=O)(=O)N2CCc3ccccc32)c1,25.9,8.4,3.7
N/C(=N\OC(=O)c1ccccc1)C(C(=O)NOC(=O)c1ccccc1)C1CCCCC1 (configuration not stated),-23.2,1.0,-5.8
O=C(c1ccccc1)C(CN1CCCCC1)c1ccccc1 (configuration not stated),41.5,-10.3,19.3
Cc1ccc(NC(=O)COC(=O)CNC(=O)c2cccs2)cc1S(=O)(=O)N1CCOCC1,5.5,-2.4,-1.6
CCCCN(C(=O)c1cccc(S(=O)(=O)N(CC)c2ccccc2)c1)c1c(N)n(CC(C)C)c(=O)[nH]c1=O,-0.8,-2.2,-3.9
CC[C@@H](NC(=O)Cn1cc(C)c(=O)[nH]c1=O)c1ccccc1,12.3,-5.8,-3.8
O=C(CSc1nnc2c(n1)[nH]c1ccccc12)Nc1ccc(S(=O)(=O)Nc2ncccn2)cc1,8.6,-7.5,5.2
O=C(C=P(c1ccccc1)(c1ccccc1)c1ccccc1)c1ccccc1-c1ccccc1C(=O)C=P(c1ccccc1)(c1ccccc1)c1ccccc1,88.4*,3.2,70.6*
CC12C=CC(=O)C=C1CCC1C2C(=O)CC2(C)C1CCC2(O)C(=O)CO (configuration not stated),-8.6,-1.8,0.4
CCCCP(=O)(c1ccccn1)c1ccccn1,-4.4,10.2,8.0
Cc1ccccc1Oc1cc(-n2ncc(Cl)c(Cl)c2=O)ncn1,65.4*,68.4*,46.0*
COc1ccc(N2C(=O)C(Cl)=C(N3CCN(Cc4ccccc4)CC3)C2=O)cc1,-10.9,1.4,8.1
CC(C)(C)C1CCc2sc(C(=O)NNC(=O)CCl)cc2C1 (configuration not stated),15.9,-3.0,5.0
CCN(CC)CCNC(=O)c1c(O)c2cccc3c2n(c1=O)CCC3,4.7,2.2,5.1
COc1ccc(C2C(C(=O)c3sc(C)nc3C)=C(O)C(=O)N2CCN2CCOCC2)cc1 (configuration not stated),-8.2,-5.3,-1.3
Oc1c(Br)cc(CNC2CCCCC2)cc1Br,18.9,-2.5,5.4
O=C(O)CSc1cc(NS(=O)(=O)c2cccc([N+](=O)[O-])c2)c2ccccc2c1O,20.2,3.0,7.5
C#CCN(C[C@@H](CC(C)C)NC(=O)OC(C)(C)C)S(=O)(=O)c1ccc(Br)cc1F,21.1,6.0,0.8

# Reprinted from the part before: three entries, followed by the next part.
SMILES,CCR6 antag,EBI2 block,CXCR6 block
Oc1c(Br)cc(CNC2CCCCC2)cc1Br,18.9,-2.5,5.4
O=C(O)CSc1cc(NS(=O)(=O)c2cccc([N+](=O)[O-])c2)c2ccccc2c1O,20.2,3.0,7.5
C#CCN(C[C@@H](CC(C)C)NC(=O)OC(C)(C)C)S(=O)(=O)c1ccc(Br)cc1F,21.1,6.0,0.8
Nc1nc(-c2ccco2)nn1C(=O)c1ccccc1Cl,-9.3,-11.8,2.7
COC(=O)C1CC2(C(=O)OC)CC(C(=O)OC)(CC(C(=O)OC)C2=O)C1=O (configuration not stated),4.1,-2.9,-2.7
CCCCN1C(=O)CC(SC2CC(=O)N(CCCC)C2=O)C1=O (configuration not stated),21.8,4.9,7.7
Cc1cc(=O)[nH]c(NN=C2CCCCC2C)n1 (configuration not stated),1.8,-1.3,6.4
NC(=O)NN=C1CC2CC1C1C=CCC21 (configuration not stated),5.2,-9.0,8.2
COc1ccc2c(ccc[n+]2[O-])c1,3.8,-4.5,3.3
CNC(=O)C1CC(=O)N(c2ccc(OCC(=O)Nc3ccccc3)cc2)C1 (configuration not stated),9.1,5.7,-5.6
CCOc1cc(N2CCOCC2)c(OCC)cc1NC(=O)COC(=O)c1ccc(OC)c([N+](=O)[O-])c1,6.2,4.1,-1.4
CCN1CCN(c2cc(C)c3cc(NC(=S)N4CC(C)CC(C)C4)ccc3n2)CC1 (configuration not stated),26.7,1.1,9.0
CCOC(=O)Cn1cnc(C)c1,13.2,-3.9,3.9
CNc1ccc(Br)cc(C(=O)/C=C/c2cccc(Cl)c2Cl)c1=O,37.9,2.7,15.6
O=C(COC(=O)c1cc(S(=O)(=O)Nc2ccccc2Cl)ccc1O)Nc1nc2ccccc2s1,3.6,-1.5,-4.6

# A second format for part of the listing above.
# Below each compound – CCR6 antag | EBI2 block | CXCR6 block
COC(=O)C1CC2(C(=O)OC)CC(C(=O)OC)(CC(C(=O)OC)C2=O)C1=O (configuration not stated)
  4.1 | -2.9 | -2.7
O=C(COC(=O)c1cc(S(=O)(=O)Nc2ccccc2Cl)ccc1O)Nc1nc2ccccc2s1
  3.6 | -1.5 | -4.6

# (continued)
SMILES,CCR6 antag,EBI2 block,CXCR6 block
O=Cc1cc2c(cc1[B-](F)(F)F)OCO2,4.6,-6.5,-7.0
CCC(C(=O)OCC(=O)C1(O)CCC2C3CCC4=CC(=O)CCC4(C)C3C(O)CC21C)C(C)C (configuration not stated),11.1,9.4,-6.4
N/C(=N\OC(=O)COc1ccccc1Cl)c1ccccn1,16.7,-12.5,-6.3
COc1ccc2c(c1)c(=Cc1ccc(N(C)C)cc1)c1cc(-c3ccccc3)[n+](C)n12,67.2*,26.9,39.6*
O=C(CCCCC(=O)OC1CCCCC1)OC1CCCCC1,20.8,1.5,-4.4
CC(=NNC(=O)c1ccncc1)c1ccccc1O,-1.1,2.5,1.8
COc1cccc(CN(c2ccccc2C(=O)O)S(=O)(=O)c2ccc(C)cc2)c1,6.6,-15.2,4.9
COc1ccc2nc(-c3ccccc3)nc(SC)c2c1,7.5,8.3,1.3
O=c1[nH]c(-c2ccccc2)ncc1OCc1ccccc1,3.5,4.8,-3.0
Cc1cccc(NC(=O)CN2CCN(C(=O)CN3C(=O)NC4(CC(C)CC(C)(C)C4)C3=O)CC2)c1C (configuration not stated),-7.1,-5.7,-15.7
O=C(NCCc1ccccc1)c1ccc(NC(=O)C2CCCC2)cc1,5.0,3.5,-6.5
Cn1c(=O)n(CCN2CCOCC2)c(=O)c2c1nc1n2CCN1c1ccc(Oc2ccccc2)cc1,10.7,-7.6,-3.8
CC(C)(COC(=O)c1ccccc1)N1CC2CCC(C1)O2,11.7,5.2,-7.0
C(=Cc1c[nH]c2ccccc12)c1nccc2ccccc12,-5.9,27.6,0.1
O=C(COC(=O)CSc1cc(Cl)ccc1Cl)Nc1ncc(C(F)(F)F)cc1Cl,10.1,-4.9,3.5
CCN(CC)S(=O)(=O)c1ccc(C(=O)Nc2cc(S(=O)(=O)N3CCOCC3)ccc2N2CCN(C)CC2)cc1,6.7,-3.3,-3.3
COc1c(NC=O)c2c(c([N+](=O)[O-])c1OC)C(=O)OC2,-3.9,3.0,0.3
Cn1c(=O)c2[nH]c(C3CC=CCC3)nc2n(C)c1=O (configuration not stated),10.5,10.2,1.9
O=C(O)c1cc(N=Nc2c(O)ccc3ccccc23)cc(C(=O)O)c1,57.4*,15.1,27.9
O=C(c1ccc(S(=O)(=O)N2CCC(c3nc4ccccc4s3)CC2)cc1)N1CCCCC1,10.1,3.3,2.9
COc1ccc(C2=Nn3c(nnc3-c3ccccc3OC)SC2)cc1OC,8.2,-12.1,1.0
Cc1cc(NC(=O)COC(=O)[C@@H]2CCCN2C(=O)c2cccs2)no1,2.4,-13.6,6.2
COc1ccc(C2(SCC(N)C(=O)O)c3ccccc3-c3ccccc32)cc1 (configuration not stated),10.1,-2.9,-3.5
O=C1N=C(N2CCOCC2)SC1=Cc1ccco1,5.1,-1.0,-0.6

# Arranged by count of non-hydrogen atoms (descending): some entries from above
SMILES,CCR6 antag,EBI2 block,CXCR6 block
CCN1CCN(c2cc(C)c3cc(NC(=S)N4CC(C)CC(C)C4)ccc3n2)CC1 (configuration not stated),26.7,1.1,9.0
C#CCN(C[C@@H](CC(C)C)NC(=O)OC(C)(C)C)S(=O)(=O)c1ccc(Br)cc1F,21.1,6.0,0.8
N/C(=N\OC(=O)COc1ccccc1Cl)c1ccccn1,16.7,-12.5,-6.3
COc1ccc2nc(-c3ccccc3)nc(SC)c2c1,7.5,8.3,1.3
NC(=O)NN=C1CC2CC1C1C=CCC21 (configuration not stated),5.2,-9.0,8.2

# Next section:
SMILES,CCR6 antag,EBI2 block,CXCR6 block
CCN1C[C@@H]2[C@@H]3C(=O)N(Cc4ccccc4)C(=O)[C@@H]3[C@](Cc3ccccc3)(C1=O)N2C(=O)c1ccc(Cl)c(Cl)c1,7.7,-1.8,2.6
Cc1cc(O)c2c(c1)C(=O)[C@@]13Oc4c5c(c(O)c6c(O)cc(C)cc46)C(=O)C[C@H](O)[C@H]5[C@@H]1[C@@H](O)CC(=O)C3=C2O,20.7,-17.4,5.5
COc1ccc(CCn2c(-c3cccc([N+](=O)[O-])c3)nc3nc4ccccc4nc32)cc1,-0.4,3.4,-13.2
CC(=O)N/C(=C\c1ccccc1)C(=O)NCC(=O)O,0.7,-7.3,-4.0
CN(C)CCC(=O)N1C/C(=C/c2ccccc2)C(=O)/C(=C\c2ccccc2)C1,78.5*,38.7,66.4*
C=CC(=O)N1C/C(=C/c2ccccc2)C(=O)/C(=C\c2ccccc2)C1,64.1*,38.6,37.5*
COc1ccc2c(C)cc(SCC(=O)Nc3ccc(Cl)cn3)nc2c1,10.5,31.4,0.2
CN(C)CCCN1C(=O)C(=O)/C(=C(/O)c2ccncc2)C1c1cccnc1 (configuration not stated),-11.1,-1.1,2.9
CCCCn1c(N)c(N(CCOC)C(=O)COC(=O)CNC(=O)c2ccc(Cl)c(Cl)c2)c(=O)[nH]c1=O,11.7,-10.4,5.7
CCOC(=O)N1CC(C)N(CC(O)CN2CCOCC2)CC1C (configuration not stated),-4.3,-5.3,2.1
O=C(/C=C/C(Cl)(Cl)Cl)Nc1ccc(Cl)cc1,1.5,-12.9,-8.5
Cc1c(Cc2ccccc2)c(=O)[nH]c(=O)n1C,-2.2,3.5,5.9
Cc1cc(N)n2nc(-c3ccccc3)cc2n1,3.1,1.4,-3.7
CCOc1cc(N2CCOCC2)c(OCC)cc1NC(C)C(=O)N1CCN(CC)CC1 (configuration not stated),-0.2,-23.8,-19.5
O=C(CCCCCCCCC(=O)N1CCCCC1)N1CCCCC1,3.5,-0.7,-3.1
O=C(Nc1cc(S(=O)(=O)N2CCCCC2)ccc1Cl)c1ccccc1NS(=O)(=O)c1ccc(F)cc1,-13.2,-23.9,-0.5
CCCCN1CCC(CN2C(=S)NC[C@@H]2CC(C)C)CC1,1.4,-5.2,1.9
O=C(Nc1ccn(CCCNCCN2CCOCC2)c(=O)n1)OCc1ccccc1,-5.2,-12.2,-4.7
O=C(Cc1ccccc1Cl)c1ccccc1,17.1,4.5,7.0
Oc1ccccc1-c1nnc2n1CCCCC2,11.6,-6.4,9.5
CCC1(CC)CNC(=O)NC1=O,3.7,-11.1,-2.3
O=C(Nc1ccccc1)O[C@@H]1C[C@H]2CCCC(=O)N3CC[C@@H](C1)[C@@H]23,-0.3,-4.2,-3.6
COc1cccc2c(=O)c(C(=O)NCCc3ccccc3)c[nH]c12,12.0,7.9,-27.8
COc1ccc(NC(=O)COC(=O)c2cccc(S(=O)(=O)N(C)C)c2)cc1,7.8,-1.3,2.8
O=c1[nH]c2cc(Cl)c(Br)cc2o1,-2.0,4.1,-8.2
Cc1c(C(=O)Nc2cccc(Cl)c2)c2ccccn2c1CCc1ccncc1,7.4,14.1,0.2
Cc1ccc(N=Cc2ccccc2O)cc1Cl,6.3,-11.3,-1.7
Cc1ccccc1Nc1nc(N)nc(C)c1Br,5.6,-10.7,-7.5
CCOC(=O)C1=CN(CC)CCC1=O,8.4,-3.4,1.8
CCN1CCN(c2nc(SC)nc3sc4c(c23)CC(C)(C)OC4)CC1,7.6,1.2,7.5
Cc1ccc(NC(=O)CN2C(=O)S/C(=C\C(=O)Nc3ccc(Cl)cc3)C2=O)cc1,12.3,3.0,-3.0
Nc1nc(SCc2ccccc2)c2ncn(Cc3ccccc3)c2n1,11.3,11.2,5.2
Cn1cc(/C=C/c2cc[n+](C)cc2)c2cc(Cl)ccc21,8.7,3.4,0.0
C/C(=C\c1ccccc1)C(=O)Nc1nccs1,11.5,5.8,2.2
CC(Oc1ccccc1Cl)C(=O)Nc1ccc(S(=O)(=O)N2CCOCC2)cc1 (configuration not stated),6.6,5.5,-1.2
COc1cc(C2C(c3ccccc3)C(c3cc(OC)cc(=O)o3)C2c2ccccc2)oc(=O)c1 (configuration not stated),10.8,0.9,3.3
CCN(c1ccccc1)S(=O)(=O)c1ccc(Cl)c(C(=O)NC2CCN(Cc3ccccc3)CC2)c1,15.0,-1.7,-7.1
O=C(O)CC1(CC(=O)O)Nc2ccccc2SC1=O,8.5,-0.6,-1.6
Nc1c(N(CCC2=CCCCC2)C(=O)COc2ccc([N+](=O)[O-])cc2)c(=O)[nH]c(=O)n1Cc1ccccc1,1.0,1.3,10.7
CN(c1ccc(OCC(=O)OCC(=O)Nc2ccc([N+](=O)[O-])cc2)cc1)S(=O)(=O)c1cccs1,1.3,-9.6,-18.0

# This is a subset; the hit share may differ from the screen's.
